High-throughput results deposited in PubChem BioAssay by National Center for Advancing Translational Sciences (NCATS).
TDP1 inh: qHTS Assay for Inhibitors of Tyrosyl-DNA Phosphodiesterase (TDP1); Tyrosyl-DNA phosphodiesterase 1 (Homo sapiens), Q9NUW8; recombinant TDP1, AlphaScreen DNA substrate cleavage; Potency, µM (highest dose often 130 µM), without a hit: at the top dose activity change, negative = inhibition, hits mostly inhibitors; 350,000 tested, 0.28% active; also: nearly all actives have a fitted effect of over 40% in size
Target sequence (Q9NUW8 whole entry, looked up): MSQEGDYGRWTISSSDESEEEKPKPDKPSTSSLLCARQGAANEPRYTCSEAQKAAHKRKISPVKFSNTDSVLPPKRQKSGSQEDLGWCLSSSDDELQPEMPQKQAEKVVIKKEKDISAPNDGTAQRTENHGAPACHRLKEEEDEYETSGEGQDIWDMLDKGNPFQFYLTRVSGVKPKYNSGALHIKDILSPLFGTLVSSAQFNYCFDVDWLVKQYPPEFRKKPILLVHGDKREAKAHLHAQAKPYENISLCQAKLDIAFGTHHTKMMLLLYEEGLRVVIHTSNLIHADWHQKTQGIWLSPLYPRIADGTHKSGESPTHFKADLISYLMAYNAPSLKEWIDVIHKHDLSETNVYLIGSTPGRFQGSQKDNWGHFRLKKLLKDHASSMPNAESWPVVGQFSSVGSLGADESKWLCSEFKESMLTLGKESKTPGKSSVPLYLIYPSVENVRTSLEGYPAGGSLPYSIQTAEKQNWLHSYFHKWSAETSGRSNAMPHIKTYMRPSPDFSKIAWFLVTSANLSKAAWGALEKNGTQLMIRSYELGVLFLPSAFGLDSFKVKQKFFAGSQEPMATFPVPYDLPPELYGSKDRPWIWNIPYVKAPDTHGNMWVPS
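Here, a 5' biotin and 3' phosphotyrosine-FITC DNA oligonucleotide reports Tdp1 activity: intact substrate bridges AlphaScreen beads, while cleavage leaves a 3' phosphate and drops signal. All incubations at room temperature.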
TDP1 cell CPT: qHTS for Inhibitors of human tyrosyl-DNA phosphodiesterase 1 (TDP1): qHTS in cells in presence of CPT. Potency, µM (highest dose often 46.2 µM), for inactives: at the highest dose activity change, negative = growth inhibition, actives largely listed as inhibitors. chicken DT40 Tdp1-/-;hTDP1 cells + 20 nM CPT, ATP luminescence, 48 h. 420,000 tested, 12% active; also: nearly all actives have a fitted effect of over 55% in size
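Chicken DT40 Tdp1-/- cells complemented with human TDP1, 400 cells/well, exposed to compounds plus 20 nM camptothecin for at least 48 h at 37 C; viability read as ATP content by CellTiter-Glo luminescence.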
TDP1 cell noCPT: qHTS for Inhibitors of human tyrosyl-DNA phosphodiesterase 1 (TDP1): qHTS in cells in absence of CPT | Potency, µM (highest dose often 46.2 µM), without a hit: top-dose activity change, negative = growth inhibition, most hits filed as inhibitors | 420,000 tested, 15% active | DT40 Tdp1-/- hTDP1 cells, no CPT, ATP luminescence, 48 h | AID 686978, 2013; also: nearly all actives have a fitted effect of over 55% in size
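Camptothecin absent (DMSO only). Human TDP1-complemented DT40 knockout cells, 400 cells/well, 37 °C for minimum 48 hr; ATP measured via CellTiter-Glo, 30 min dark incubation, luminescence.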
* = called active by the depositor; ? = inconclusive; nt = not tested or not shown; & = joins results of further samples; [ ] = remark or other dose. Calls follow the shape of the dose curve; as a rule, active = well fitted curve in the direction sought with a large enough effect; inconclusive = small, poorly fitted or top-dose-only effect, or another doubt; inactive = no such curve, though single readings can be large; an effect the other way counts as inactive or inconclusive. % is scaled to controls: 0 for no effect and ±100 for the full control effect; potency is read from the fitted curve at half-maximal effect.

SMILES | TDP1 inh | TDP1 cell CPT | TDP1 cell noCPT
CC(=O)c1c(C)[nH]c(C(=O)Nc2ccc(C)cn2)c1C | 6% | 1% | -9%
CC1=C(C(=O)N(C)C)CC(CC(=O)NCCN2CCOCC2)C(=O)N1CCC1=CCCCC1 (stereo not given) | nt | -10% | -17%
Cn1ncc2c(NCc3ccccc3)nc(NCCCO)nc21 | 2% | -9% | 11%
Nc1cc(N)nc(SCC(=O)NCC2CCCO2)n1 (stereo not given) | -4% | -19% | 0%
COc1ccccc1NC(=O)Nc1nc(CC(=O)Nc2ccc(F)cc2)cs1 | 1% | ? | 16µM*
CC(=O)N1CCN(c2ccc(NC(=O)c3cccc([N+](=O)[O-])c3)cc2)CC1 | nt | -16% | -27%
COc1ccc(NC(=O)CC2C(=O)N(C)C(=S)N2CCc2ccc(F)cc2)cc1 (stereo not given) | 4% | ? | ?
Cc1ccc(C(=O)N(Cc2cccs2)C2CCS(=O)(=O)C2)cc1 (stereo not given) | 0% | -5% | 3%
CC1(C)Cc2c(c(N3CCOCC3)nc3sc4c(NCCN5CCOCC5)nnnc4c23)CS1 | 6% | ? | 12µM*
CN(C)S(=O)(=O)Oc1ccsc1C(=O)Nc1ccccc1Cl | -2% | -10% | ?
O=C(CN(Cc1ccc(F)cc1)C(=O)c1csnn1)NCc1ccccc1 | -3%[0.0935 µM] | 6% | 0%
CC(=O)N1CCC(C(=O)OCc2ccc(Cl)cc2)(c2ccccc2)CC1 | -10% | ? | 12µM*
Cc1cc(Cl)ccc1NC(=S)NCc1ccc(F)cc1 | 5% | 3% | ?
COc1ccc(-n2c(=O)cc(N3CCc4ccccc43)[nH]c2=O)cc1 | 2% | -11% | -17%
O=C1c2ccccc2C(=O)N1COc1ccc(S(=O)(=O)N2CCOCC2)cc1[N+](=O)[O-] | nt | -16% | 0%
O=C(CN1C(=O)NC2(CCc3ccccc32)C1=O)c1cccs1 (stereo not given) | -1% | -25% | -5%
Cc1ccc2cccc(SCC(=O)Nc3ccc(F)cc3)c2n1 | nt | ? | ?
CCCC(=O)Nc1nc(C)c(-c2csc(Nc3cc(OC)ccc3OC)n2)s1 | 11% | 4.6µM* | 6.5µM*
O=S(=O)(NCCS(=O)(=O)N1CCN(c2ccccc2)CC1)c1ccc(F)cc1 | 0% | 11% | -14%
CCOC(=O)Nc1ccc(NS(=O)(=O)c2ccc(C)cc2)cc1 | 2% | -12% | -27%
COCC1CCCN(Cc2ccc3c(c2)CN(C(=O)c2cccnc2OC)CCO3)C1 (stereo not given) | nt | 11%[9.04 µM] | -1%
O=C(Nc1scc(-c2cccs2)c1C(=O)O)c1cccs1 | 1% | -12% | -9%
C[C@@H]1CN([C@H](C)CO)C(=O)CCCn2nncc2CO[C@H]1CN(C)S(=O)(=O)c1cccc(C#N)c1 | nt | -6% | -17%
COc1ccc(C(=S)N2CCOCC2)cc1OC(=O)c1cc([N+](=O)[O-])c(C)c([N+](=O)[O-])c1 | 3% | -13% | -10%
CCOC(=O)N1CCN(Cc2nc3cc(NC(=O)c4cccs4)ccc3n2C)CC1 | 1% | ? | -28%
CCOC(=O)c1c(C)[nH]c(C(=O)COC(=O)CNC(=O)c2ccc(Cl)cc2)c1C | -3% | -25% | ?
COc1cccc(NC(=O)CSc2nc3c(c(=O)n2C)SC(C)C3)c1 (stereo not given) | 3% | ? | ?
CCN(CC(O)COCc1ccc(Cl)cc1)C1CCCCC1 (stereo not given) | 6% | 3% | ?
COc1ccccc1C1CN(CC(=O)NCC2OCCc3ccccc32)Cc2ccccc2O1 (stereo not given) | nt | 3%[9.04 µM] | -15%
Cc1ccc(OCc2ccccc2Br)c([N+](=O)[O-])n1 | -3% | -1% | -18%
CCc1ccccc1N(C(=O)c1ccco1)C(C(=O)NC1CCCC1)c1cccnc1 (stereo not given) | 8%[0.0935 µM] | -9% | -15%
CCCS(=O)(=O)NC(=O)C1(C)CCN(C(=O)c2ccnc(Cl)c2)C1 (stereo not given) | nt | -3% | 0%
COc1cccc(S(=O)(=O)N(C)C[C@@H]2OCc3cnnn3CCCC(=O)N([C@H](C)CO)C[C@H]2C)c1 | nt | -7% | ?
COCCCn1c(SCC(=O)Nc2cccc(C(=O)OC)c2)nnc1-c1ccncc1 | 4% | 2% | 0%
CCOc1ccccc1NC(=O)C(=O)CC(=O)c1cccc(OC)c1 | nt | ? | ?
C=CCNC(=O)c1csc(-c2ccccc2)n1 | 2% | -1% | -15%
Cc1cc(C)c(S(=O)(=O)NCc2ccc3c(c2)OCO3)c(C)c1 | nt | 2% | -1%
COc1ccccc1Sc1nc(-c2ccccc2)ncc1OC | -4% | ? | 21µM*
COc1cc(CN2CCN(C(=O)c3cccc4ccccc34)CC2)cc(OC)c1OC | nt | -9% | -23%
O=C(CSc1ccc(Cl)cc1)N1N=CCC1c1ccccc1 (stereo not given) | -4% | ? | ?
Cc1cc(NC(=O)c2ccc(S(=O)(=O)N3CCc4ccccc43)cc2)no1 | 6% | -13% | -10%
Cc1ccc(S(=O)(=O)N2CCN(CC3CC4C=CC3C4)CC2)cc1 (stereo not given) | 1% | -2% | -16%
CC(C)(C)c1cc(C(=O)N/N=C/c2ccc(F)cc2)n(-c2ccccc2)n1 | 3% | 18µM* | 23µM*
COc1cc(CNCCN(C)C)c(Br)cc1OC1CCCC1 | nt | 18µM* | ?
Cc1ccc(S(=O)(=O)c2nnn(CC(=O)Nc3ccccc3C)c2N)cc1 | -9% | 15% | -7%
CCn1ncc(Br)c1C(=O)Nc1cccc(F)c1 | -2% | -9% | 11%
Cc1ccc(Cl)cc1N1CCN(C(=O)c2cnc3c(-c4ccc(F)cc4)c(C)nn3c2C)CC1 | -1% | ? | -17%
COc1ccccc1C(C)NC(=O)c1ccccc1SCC(=O)N1CCCC1 (stereo not given) | nt | -12% | -19%
Cc1cc(=O)[nH]c(CN2CCC(c3ccccc3)CC2)n1 | 0% | -1% | -2%
O=C(NCC1CCCO1)c1ccc(COc2ccccc2)cc1 (stereo not given) | 0% | -25% | 9%

12 neighbouring entries already listed:
SMILES | TDP1 inh | TDP1 cell CPT | TDP1 cell noCPT
C=CCNC(=O)c1csc(-c2ccccc2)n1 | 2% | -1% | -15%
Cc1cc(C)c(S(=O)(=O)NCc2ccc3c(c2)OCO3)c(C)c1 | nt | 2% | -1%
COc1ccccc1Sc1nc(-c2ccccc2)ncc1OC | -4% | ? | 21µM*
COc1cc(CN2CCN(C(=O)c3cccc4ccccc34)CC2)cc(OC)c1OC | nt | -9% | -23%
O=C(CSc1ccc(Cl)cc1)N1N=CCC1c1ccccc1 (stereo not given) | -4% | ? | ?
Cc1cc(NC(=O)c2ccc(S(=O)(=O)N3CCc4ccccc43)cc2)no1 | 6% | -13% | -10%
Cc1ccc(S(=O)(=O)N2CCN(CC3CC4C=CC3C4)CC2)cc1 (stereo not given) | 1% | -2% | -16%
CC(C)(C)c1cc(C(=O)N/N=C/c2ccc(F)cc2)n(-c2ccccc2)n1 | 3% | 18µM* | 23µM*
COc1cc(CNCCN(C)C)c(Br)cc1OC1CCCC1 | nt | 18µM* | ?
Cc1ccc(S(=O)(=O)c2nnn(CC(=O)Nc3ccccc3C)c2N)cc1 | -9% | 15% | -7%
CCn1ncc(Br)c1C(=O)Nc1cccc(F)c1 | -2% | -9% | 11%
Cc1ccc(Cl)cc1N1CCN(C(=O)c2cnc3c(-c4ccc(F)cc4)c(C)nn3c2C)CC1 | -1% | ? | -17%

The results go on.
SMILES | TDP1 inh | TDP1 cell CPT | TDP1 cell noCPT
COc1ccc(/C=C/C(=O)C2C(=O)C=C(C)OC2=O)cc1O (stereo not given) | 0% | ? | ?
CC(C)C(C(=O)NC(C)(C)C)N(CCN1CCOCC1)C(=O)CNS(=O)(=O)c1ccccc1 (stereo not given) | 16% | -1% | -8%
COc1ccc(C2C(C#N)=C(N)N(N(C)C)C3=C2C(=O)CC(C)(C)C3)cc1OC (stereo not given) | nt | -17% | 7%
COc1ccc(NC(=O)COC(=O)c2c3c(nc4ccccc24)CCCC3)cc1Cl | 2% | 21µM* | 7.3µM*
CCOC(=O)C(O)(NC(=O)c1cccnc1)C(F)(F)F (stereo not given) | 5% | -2% | 0%
Cc1ccc(C(=O)OC(C)C(=O)NC2CCCCC2C)cc1S(=O)(=O)N1CCOCC1 (stereo not given) | 1% | -13% | ?
CCOc1ccccc1NC(=O)N1CCc2cc(S(=O)(=O)N3CCC(C)CC3)ccc21 | 3% | -8% | -19%
CCC(C)(C)NC(=O)c1ccc2c(c1)N(CC(=O)OC)C(=O)C(C)(C)O2 | 1% | -20% | -11%
CC(=O)N/C(=N/c1nc(C)cc(C)n1)Nc1ccc(C)cc1Cl | nt | -5% | -10%
CC1(C)Oc2ccc3ccc(=O)oc3c2C(N2CCCCC2)C1O (stereo not given) | 2% | ? | ?
COC1=C(Nc2ccc(OC)cc2)C(=O)c2ccccc2C1=O | 12% | 29µM* | 15µM*
Cc1cccc(C(=O)NCc2nnc(SCC(=O)NC(C)c3ccccc3)n2C)c1 (stereo not given) | 3% | 4% | 5%
COc1ccccc1OCC(=O)Nc1nnc(-c2ccco2)s1 | -1% | -7% | -13%
CC(=O)Nc1ccc(S(=O)(=O)Nc2cc(-c3cn4ccccc4n3)ccc2C)cc1 | 7% | ? | 21µM*
O=C(NC1(C(F)(F)F)Oc2ccccc2O1)N1CCCC1 | -6% | ? | ?
CN1CCCCCC1=Nc1ccccc1C#N | -4% | -2% | -5%
O=C(c1ccco1)N1CCN(S(=O)(=O)c2ccc([N+](=O)[O-])cc2)CC1 | -3% | -25% | ?
CCC(C(=O)Nc1ncc(C)s1)c1ccccc1 (stereo not given) | 0% | -26% | -24%
Cc1ccc(Nc2c(-c3ccc(N4CCOCC4)cc3)nc3ncccn23)c(C)c1 | 10%&9% | ? | 16µM*
O=[N+]([O-])c1cc(Br)c(O)c(C=Nc2ccc(N3CCOCC3)cc2)c1 | 6% | -19% | ?
CCNC(=O)C1CCCN(C(=O)c2ccc3c(c2)CCO3)CC1 (stereo not given) | nt | 28% | -26%
Cc1nnc(SCC(=O)Nc2sc3c(c2C(=O)c2ccccc2)CCCC3)s1 | 5% | 12% | 11%
CCOC(=O)CN(C)C(=O)CCc1nnc(-c2ccc(-c3ccccc3)cc2)o1 | nt | ? | ?
N=c1c(C(=O)NC2CCCC2)cc2c(=O)n3ccccc3nc2n1C1CCCCC1 | nt | -10% | -15%
COc1ccc(-c2cn3c(n2)sc2cc(C(=O)NCc4ccccc4)ccc23)cc1 | 4% | ? | ?
O=C(COC(=O)CCc1ccc(S(=O)(=O)N2CCOCC2)cc1)NC1CCCCCC1 | 4% | -13% | ?
CN(C)CCOCCOc1ccccc1-c1ccccc1 | -4% | ? | ?
CC(OC(=O)c1cccc(-n2cnnn2)c1)C(=O)NCc1ccccc1 (stereo not given) | nt | 26% | 3%
CCC(=O)Nc1ccccc1-c1nc2ccccc2n(Cc2cccc(Br)c2)c1=O | 3% | 7% | -4%
COc1cc(/C=N/NC(=O)c2ccncc2)ccc1OC(C)=O | nt | 6% | 9%
CCOc1ccc(CCNC(=O)Cn2nc(C)n3c(cc4occc43)c2=O)cc1OCC | 3% | -23% | -28%
CCn1c(SCC(=O)c2c(N)n(C3CC3)c(=O)[nH]c2=O)nnc1-c1ccoc1C | 3% | -2% | 12%
CC(C)(C)c1ccc(C(=O)Nc2ncn[nH]2)cc1 | 5% | 0% | -23%
C/C(CC(=O)Nc1ccc(C)c(Cl)c1)=N\NC(=O)c1ccco1 | 5% | -13% | -24%
O=[N+]([O-])c1cccc(-c2ccc(/C=N/NC(=S)Nc3cccc(F)c3)o2)c1 | nt | 0% | 18µM*
CC(=O)Nc1cc(-c2cccc(C(=O)N(C)C)c2)cn2c(-c3ccc(F)cc3)cnc12 | nt | ? | ?
C=CCn1c(N)cc(=O)nc1SCC(=O)N1CCN(c2ccc(F)cc2)CC1 | -2% | -14% | -4%
Cc1sc2ncn(CC(=O)NCc3ccco3)c(=O)c2c1-c1ccc(F)cc1 | -1% | -19% | 2%
CCC(C)NC(=O)c1cc2c(Cl)nc3ccc(C)cc3c2s1 (stereo not given) | 1% | -18% | ?
Cc1ccc(-c2c(C(=O)N(C)Cc3ccccc3)oc(=O)c3ccccc23)cc1 | -5%&7% | ? | ?
COc1cc(/C=C2\C(=O)N(c3ccc(S(N)(=O)=O)cc3)N=C2C)ccc1OC(=O)c1ccco1 | ? | ? | -11%
